Screening results as filed in PubChem.
Pol iota inh = qHTS for Inhibitors of Polymerase Iota; Pol iota fluorescent replication assay, 10 min; DNA polymerase iota (Homo sapiens), Q9UNA4; 390,000 tested, 1% active; AID 588590, 2011; Potency, µM (titrated, usually from 115 µM), for the others: at the top dose activity, negative = inhibition, usual class: inhibitors
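Fluorescent replication assay read twice, at 0 min and 10 min after adding 50 nM (final) substrate. Enzyme (10 nM) and compounds were first incubated 15 min at room temperature; enzyme-free buffer wells were negative controls.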
BLM helicase inh = qHTS Assay for Inhibitors of Bloom's syndrome helicase (BLM); RecQ-like DNA helicase BLM (Homo sapiens), P54132; recombinant BLM DNA unwinding, fluorescence dequenching; Potency, µM (series often up to 56.1 µM), inactives show at the top dose activity change, negative = inhibition, actives largely listed as inhibitors; 350,000 tested, 0.2% active; AID 2528, 2010;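 note: plate controls were vehicle for no effect and no enzyme for full effect; nearly all actives have a fitted effect of over 35% in size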
HP1b chromo inh = HTS for Inhibitors of HP1-beta Chromodomain Interactions with Methylated Histone Tails; AlphaScreen HP1-beta / biotin-H3K9me3 peptide binding; Potency, µM (doses to about 114 µM), for inactives: top-dose activity change, negative = inhibition, hits mostly inhibitors; 390,000 tested, 0.56% active; note: nearly all actives have a fitted effect of over 70% in size; inactives centre near 23
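HP1-beta protein (50 nM final) preincubated 30 min at room temperature with biotinylated H3(1-18)K9me3 peptide (50 nM) in PBS pH 7.4, 0.01% Tween-20, then compound added for 30 min. AlphaScreen streptavidin donor/nickel chelate acceptor beads (10 ug/mL final), 30 min dark, luminescence read.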
GLS inhibitor = qHTS for Inhibitors of Glutaminase (GLS); Glutaminase kidney isoform, mitochondrial (Homo sapiens), O94925; GLS enzymatic activity, qHTS titration; Potency, µM (highest dose often 45.5 µM), for the others: at the highest dose activity change, negative = inhibition, hits mostly inhibitors; 410,000 tested, 0.21% active; AID 624170, 2012; note: % is set by controls: 0 for no effect and ±100 for the full control effect
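Glutamate formation by hKGA was monitored fluorometrically using coupled glutamate oxidase, HRP and Amplex Red. Substrate was added as 1 mM L-glutamine solution; incubation was 30 min at RT after an initial read.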
BAZ2B inh = qHTS Assay for Inhibitors of BAZ2B | Bromodomain adjacent to zinc finger domain protein 2B (Homo sapiens), Q9UIF8 | AlphaScreen BAZ2B-H3K14Ac peptide displacement | Potency, µM (top dose mostly 114 µM), for the others: at the highest dose activity change, negative = inhibition, usual class: inhibitors | 360,000 tested, 4.4% active; note: % is set by controls: 0 for no effect and ±100 for the full control effect; nearly all actives have a fitted effect of over 60% in size
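BAZ2B 50 nM plus b-H3(5-23)K14Ac 50 nM, PBS pH 7.4/0.01% Tween-20, 30 min RT; compound added (max 110 uM), 30 min RT; streptavidin donor/Ni-chelate acceptor beads 10 ug/mL final, 20 min dark; AlphaScreen read.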
Tb PGK inh = qHTS Assay to Find Inhibitors of Phosphoglycerate Kinase. Phosphoglycerate kinase, glycosomal (Trypanosoma brucei brucei), P07378. PGK/GAPDH coupled, Kinase-Glo luminescence, 60 min. 380,000 tested, 0.043% active. Potency, µM (highest dose often 57.5 µM), inactives show at the highest dose activity change, negative = inhibition, actives largely listed as inhibitors; note: % is set by controls: 0 for no effect and ±100 for the full control effect; nearly all actives have a fitted effect of over 60% in size
Target sequence (P07378 whole entry, looked up): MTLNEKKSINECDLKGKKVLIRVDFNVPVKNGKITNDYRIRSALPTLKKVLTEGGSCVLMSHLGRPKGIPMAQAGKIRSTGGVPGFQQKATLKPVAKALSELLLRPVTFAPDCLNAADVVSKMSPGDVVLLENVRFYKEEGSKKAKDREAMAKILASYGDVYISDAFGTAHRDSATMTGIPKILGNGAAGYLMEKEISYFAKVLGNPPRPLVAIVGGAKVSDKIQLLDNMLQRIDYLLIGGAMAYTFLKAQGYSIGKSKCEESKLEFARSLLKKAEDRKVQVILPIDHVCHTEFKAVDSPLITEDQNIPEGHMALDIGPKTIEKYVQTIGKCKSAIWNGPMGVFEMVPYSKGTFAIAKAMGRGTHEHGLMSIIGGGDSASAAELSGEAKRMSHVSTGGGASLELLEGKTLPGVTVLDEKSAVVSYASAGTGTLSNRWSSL
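Recombinant glycosomal PGK reaction used 1,3-bisphosphoglycerate generated in-well by GAPDH (100nM final) in 100mM TEA pH 7.6, 5mM MgCl2, 0.01% Tween-20. After 60 minutes at room temperature, ATP was read by Kinase-Glo Plus luminescence end-point.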
G9a block = qHTS Assay for Inhibitors of Histone Lysine Methyltransferase G9a. G9a H3K9 monomethylation, AlphaScreen, 2 h. 350,000 tested, 8.8% active. Potency, µM (series often up to 102 µM), inactives show top-dose activity, negative = inhibition, actives largely listed as inhibitors. Histone-lysine N-methyltransferase EHMT2 (Homo sapiens), Q96KQ7; note: % is set by controls: 0 for no effect and ±100 for the full control effect; nearly all actives have a fitted effect of over 75% in size
Target sequence (Q96KQ7 913-1193 limits assumed): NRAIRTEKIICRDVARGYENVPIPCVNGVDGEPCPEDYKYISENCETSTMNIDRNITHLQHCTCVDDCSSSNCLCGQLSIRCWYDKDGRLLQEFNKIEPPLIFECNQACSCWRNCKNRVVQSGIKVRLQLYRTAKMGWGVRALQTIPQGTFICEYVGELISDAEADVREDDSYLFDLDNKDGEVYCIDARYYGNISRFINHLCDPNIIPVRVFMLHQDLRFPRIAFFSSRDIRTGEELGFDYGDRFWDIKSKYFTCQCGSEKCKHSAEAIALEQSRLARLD
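AlphaScreen read-out: biotin-H3K9 peptide (500 nM) methylation by 20 nM enzyme with 20 uM SAM, 2 h at room temperature after 15 min compound preincubation; anti-monomethyl H3K9 antibody plus donor/acceptor beads, 10 min dark.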
Pin1 inhibitor = qHTS Assay to Find Inhibitors of Pin1 | Peptidyl-prolyl cis-trans isomerase NIMA-interacting 1 (Homo sapiens), Q13526 | Pin1 FP peptide displacement, HiFluor488, 10 min | Potency, µM (doses to about 115 µM), without a hit: top-dose activity, negative = inhibition, usual class: inhibitors | 390,000 tested, 0.009% active; active = well fitted inhibition curve with a large enough effect in the polarisation, with a control signal flat, not every such curve was filed as active; inconclusive = small, poorly fitted or top-dose-only effect, or effect the other way, or a change in a side signal; inactive = no such curve, though single readings can be large or run the other way; the % refers to the polarisation; note: % is set by controls: 0 for no effect and ±100 for the full control effect
Target sequence (Q13526 whole entry, looked up): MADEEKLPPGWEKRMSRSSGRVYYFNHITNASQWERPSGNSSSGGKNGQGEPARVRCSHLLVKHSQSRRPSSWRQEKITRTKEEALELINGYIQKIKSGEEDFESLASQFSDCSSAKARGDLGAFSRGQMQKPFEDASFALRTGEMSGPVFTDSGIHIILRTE
JMJD2A Tudor = qHTS Assay for Inhibitors of JMJD2A-Tudor Domain; Lysine-specific demethylase 4A (Homo sapiens), O75164; AlphaScreen JMJD2A-Tudor / H3K4me3 peptide binding; Potency, µM (series often up to 114 µM), for inactives: at the highest dose activity change, negative = inhibition, actives largely listed as inhibitors; 390,000 tested, 4.4% active; AID 504339, 2011; note: % is set by controls: 0 for no effect and ±100 for the full control effect; nearly all actives have a fitted effect of over 50% in size
Starred values were filed as active, the others as inactive; i = inactive; ? = inconclusive; . = not tested or not shown; & = joins results of further samples; [ ] = another dose, or the depositor's remark. Unless noted, calls come from the whole dose curve; as a rule, active = well fitted curve in the direction sought with a large enough effect; inconclusive = small, poorly fitted or top-dose-only effect, or another doubt; inactive = no such curve, though single readings can be large; an effect the other way counts as inactive or inconclusive. Potency is the fitted concentration of half-maximal effect. Some of the compounds tested; rates above refer to the full screens.

Under each structure: JMJD2A Tudor | BAZ2B inh | Pin1 inhibitor | BLM helicase inh | Tb PGK inh | HP1b chromo inh | Pol iota inh | G9a block | GLS inhibitor
> N/C(=N\OC(=O)c1ccc(Br)cc1)c1cccc([N+](=O)[O-])c1
  -16% | -6% | 15% | -5% | -11% | -4% | ? | -2% | -6%
> Cc1nn(-c2ccc(N3CCCCC3)nn2)c(C)c1CCC(=O)NCc1ccc(Cl)cc1
  ? | ? | 1% | 3% | -1% | 101%[activator] | -2% | 11%[59 µM] | 7%
> COc1ccc(/C=N/n2c(=O)[nH]c3c([nH]c4ccc(Br)cc43)c2=O)cc1CN1CCOCC1
  0%[11.4 µM] | 0% | 0% | -7% | 4% | 53%[activator] | 1% | 18%[59 µM] | -5%
> CCC(C)c1ccccc1N1CC(C(=O)Nc2ccc(C)c(S(=O)(=O)N3CCOCC3)c2)CC1=O (configuration not stated)
  -29% | -2% | -3% | . | -12% | -1% | 46%[activator] | 7%[12.7 µM] | 1%
> COc1ccccc1-c1cc(C(=O)N2CCN(S(=O)(=O)c3ccc(C)cc3)CC2)[nH]n1
  -4% | 2% | 15% | -5% | -3% | 49%[activator] | -10% | 10% | -6%
> CNC(=S)N(CCc1c(C)[nH]c2ccc(C)cc12)Cc1ccco1
  ? | 50µM* | -1% | -4% | -4% | -19% | 14% | 45µM* | 7%
> O=CN1CCN(C(=O)c2ccccc2Cl)CC1
  -10% | 4% | -7% | -9% | 4% | 10% | 63%[activator] | 6%[59 µM] | 0%
> COc1ccc(NC(=S)NCc2ccc3c(c2)cc(C)n3C)cc1
  50µM* | 45µM* | -5% | -7% | -3% | ? | ? | 40µM* | 1%
> COc1cc2oc(=O)cc(-c3ccc(-c4ccc(CO)cc4)cc3)c2c(OC)c1OC
  -28% | . | 3% | -4%[75.6 µM] | 0% | 12% | -30% | 13%[59 µM] | 10%
> CC(=O)Nc1ccc(NC(=O)CSc2nnc(NC(=O)c3cccc(F)c3)s2)cc1
  -16% | -16% | 3% | -2% | -12% | 25% | 29% | 3% | -12%
> CCOC(=O)c1[nH]c(C)c(C(=O)NCc2ccc(OC)cc2)c1C
  -12% | -1% | 5% | -1% | -4% | 46%[activator] | -9% | 12% | -8%
> CN=c1scc(C)n1/N=C/c1ccc(O)c(O)c1O
  50µM* | 25µM* | ? | ? | -14% | ? | 7.9µM* | ? | ?
> Cn1ncc([N+](=O)[O-])c1C(=O)Nc1ccc(-c2ccccc2)cc1
  -14% | -3% | -13% | -13% | -13% | 36% | -4% | . | -9%
> COc1ccc(C(CCN2CCCC(C)C2)c2c(OC)cc(OC)c3c2OC(=O)CC3c2cc(OC)c(OC)c(OC)c2)cc1 (configuration not stated)
  -21%&-32% | -24% | 1%&-2% | -2%&-5% | -3% | 7%&7% | -3%&-3% | -6%[59 µM] | 0%
> CCOC(=S)SCC(=O)N1CCc2cc(OC)ccc2C1C1C(=O)CCCC1=O (configuration not stated)
  -7% | ? | -5% | -1% | i | 16% | ? | ? | 8%
> COCCCNc1ncnc2c1cnn2-c1ccc(C)cc1C
  2% | 3% | -7% | -2% | -1% | 27% | 32%[activator] | 5%[59 µM] | -5%
> CC1CCCN(S(=O)(=O)c2ccc([N+](=O)[O-])cc2)C1 (configuration not stated)
  -4% | -4% | -1% | -4% | i | 29% | -18% | 19%[59 µM] | -1%
> Cc1ccc(NC(=O)C2CC(=O)N(c3ccc4c5c(cccc35)CC4)C2)cc1 (configuration not stated)
  -9% | ? | -1% | -8% | 4% | 20% | -14% | 21%[0.501 µM] | -7%
> COc1c(CC=C(C)C)cc(C2CC(=O)c3c(O)cc(O)cc3O2)c(CC=C(C)C)c1O (configuration not stated)
  ? | . | -5% | . | -16% | 20% | -25% | . | 16%
> CCOC(=O)c1cnn(-c2ccccc2)c1NC(=O)c1ccccc1
  5% | 6% | -5% | -3% | 18% | 49%[activator] | -4% | 4%[59 µM] | 4%

Only Pol iota inh (5 entries from above):
structure | Pol iota inh
COc1ccc(C(CCN2CCCC(C)C2)c2c(OC)cc(OC)c3c2OC(=O)CC3c2cc(OC)c(OC)c(OC)c2)cc1 (configuration not stated) | -3%&-3%
CCOC(=S)SCC(=O)N1CCc2cc(OC)ccc2C1C1C(=O)CCCC1=O (configuration not stated) | ?
COCCCNc1ncnc2c1cnn2-c1ccc(C)cc1C | 32%[activator]
CC1CCCN(S(=O)(=O)c2ccc([N+](=O)[O-])cc2)C1 (configuration not stated) | -18%
Cc1ccc(NC(=O)C2CC(=O)N(c3ccc4c5c(cccc35)CC4)C2)cc1 (configuration not stated) | -14%

The listing picks up with the 2 entries that preceded the break.
Under each structure: JMJD2A Tudor | BAZ2B inh | Pin1 inhibitor | BLM helicase inh | Tb PGK inh | HP1b chromo inh | Pol iota inh | G9a block | GLS inhibitor
> COc1c(CC=C(C)C)cc(C2CC(=O)c3c(O)cc(O)cc3O2)c(CC=C(C)C)c1O (configuration not stated)
  ? | . | -5% | . | -16% | 20% | -25% | . | 16%
> CCOC(=O)c1cnn(-c2ccccc2)c1NC(=O)c1ccccc1
  5% | 6% | -5% | -3% | 18% | 49%[activator] | -4% | 4%[59 µM] | 4%
> Cc1ccc(-c2nsc(SCC(=O)NCC3CCCO3)n2)cc1 (configuration not stated)
  -1% | . | -3% | -1% | 1% | 22% | 61%[activator] | -32% | 6%
> Oc1c(Br)cc(Br)cc1/C=N/N1CCN(Cc2ccccc2)CC1
  -27% | 0% | -2% | -1% | -6% | 14% | 5% | -10%[59 µM] | 14%
> CN(C)C(CNC(=O)c1cccc(S(=O)(=O)Nc2ccccc2Cl)c1)c1ccccc1 (configuration not stated)
  -26% | . | -5% | . | -3% | 14% | 8% | . | 15%
> Cc1ccc(NC(=O)c2ccc3c(=O)n4c(nc3c2)CCC4)cc1F
  -12% | 10% | 26% | . | -7% | 5% | -25% | -8%[2.33 µM] | 11%
> O=C(COC(=O)COc1ccc(Nc2ccccc2)cc1)NCc1ccco1
  56µM* | 50µM* | ? | -4% | -3% | ? | ? | 50µM* | -1%
> CC(=O)N1CCc2cc(CNS(=O)(=O)c3ccccc3C(F)(F)F)ccc21
  -16% | 8% | 2% | 1% | i | 16%[57 µM] | -3% | 3%[59 µM] | 8%
> CCOc1cc(NC(=O)C2CCCCC2)c(OCC)cc1NC(=O)c1ccco1
  -13% | ? | 5% | 0% | -4% | 25% | 54%[activator] | -1% | -11%
> Oc1ccc(Cl)cc1-c1cc(-c2ccccc2)n[nH]1
  -24% | -1% | 36% | -8% | -2% | 22% | -10% | 14%[59 µM] | 8%
> Cc1cccc(N(C(=O)c2snc(C(N)=O)c2N)C(C(=O)NCc2ccccc2)c2ccncc2)c1 (configuration not stated)
  -22% | 6% | -4% | -3% | i | ? | 34%[activator] | 50µM* | -6%
> Fc1cccc(Cl)c1-c1nnc2ccc(N3CCOCC3)nn12
  16% | 5% | ? | 2% | 1% | 29% | 17% | ? | .
> CC(C)C(CCN1C(=O)c2ccccc2C1=O)c1ccco1 (configuration not stated)
  5% | 0% | -9% | -3% | 3% | 29% | 2% | 6% | .
> Cc1ccccc1NC(=O)CSc1nnc(-c2cccs2)o1
  -18% | -3% | -1% | -1% | -1% | 46%[activator] | 32%[activator] | -3%[59 µM] | -2%
> COc1ccc2cc(C(=O)NCc3ccccc3)c(=O)oc2c1
  15% | -5% | 5% | -4% | -10% | 42%[activator] | -13% | . | -9%
> C/C(CS(=O)(=O)c1ccc(Cl)cc1)=N/NC(N)=S
  -8% | -10% | -2% | -8% | -8% | 66%[activator] | 36% | -4% | 11%
> O=C(CSc1nc2c(oc3ccccc32)c(=O)n1CC1CCCO1)NCc1ccc(F)cc1 (configuration not stated)
  -17% | 11% | 4% | . | -6% | 6% | 34%[activator] | 5%[0.501 µM] | -15%
> O=C1CN(S(=O)(=O)c2cccc(Br)c2)CCN1
  -15% | . | -5% | . | -5% | 8%[57 µM] | 35%[activator] | . | -10%
> Cc1cccc(CCNc2ncnc3onc(-c4ccc(Cl)cc4)c23)c1
  19% | 3% | -2% | -8% | 2% | 74%[activator] | 24% | 24%[59 µM] | 1%
> C/C(=N\NC(=O)c1c(-c2ccccc2Cl)noc1C)c1cccc(NC(=O)C(C)C)c1
  -11% | 3% | -5% | 0% | -11% | 37% | 7% | 17%[59 µM] | -13%
> CCC(=O)c1ccc(OCC(O)CN(C)C2CCCCC2)cc1 (configuration not stated)
  -16% | -1% | -3% | 4% | -5% | 16% | -4% | 3%[12.7 µM] | 11%
> O=C(NNC(=O)C(c1ccccc1)c1ccccc1)c1ccccn1
  -28% | ? | ? | 4% | -1% | 9% | -24% | 2%[59 µM] | 5%
> COC(=O)C1CCN(CC(=O)N(C)c2c(N)n(Cc3ccccc3)c(=O)[nH]c2=O)CC1
  -19% | 10% | -6% | . | i | 16% | 2% | 4%[0.501 µM] | -1%
> COc1cc(/C=N/O)ccc1Oc1ccc([N+](=O)[O-])cc1[N+](=O)[O-]
  ? | ? | 4% | -11% | -8% | 4% | -24% | ? | 18%
